# IL-2 act – activators of IL-2. IL-2 activation reporter assay, cell-based qHTS; stimulated with anti-CD3/CD4/CD28 beads; in transgenic mouse T cells. activation, % (series mostly up to about 46 µM). actives 0.065% (n = 360,000). AID 652025; in the data active = activation above about 50%; inconclusive = mostly about 30% to 49%; also: 0% is about no effect
#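 Quantitative HTS in unstimulated transgenic mouse T cells, with memory T cells as non-tolerant control and PMA/ionomycin as tolerance-bypass control. Compound pretreatment lasted 60 minutes before 18 h bead stimulation; EGFP/DsRed fluorescence read.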
# FUS suppressor – suppressors of FUS proteinopathy in yeast; Potency, µM (titrated, usually from 76.6 µM), for inactives: top-dose growth rescue (activation), actives largely listed as activators; S. cerevisiae FUS-expressing, growth rescue, OD600, 24 h; actives 0.24% (n = 390,000);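 also: potency is read from the fitted curve at half-maximal effect; plate controls were DMSO vehicle for no effect and reference control for full effect; nearly all actives have a fitted effect of over 55% in size; some results filed as inactive show a strong effect at the top dose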
#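 Cultures pregrown in 2.5% raffinose medium are shifted to minimal medium containing 2% galactose to express toxic FUS. Compounds are tested at several concentrations. After 24hr at 30C, growth is quantified at 600 nm absorbance.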
# EPAC1 ag – activates human EPAC1 exchange factor. AID 720707. actives 0.073% (n = 360,000). Potency, µM (doses to about 154 µM), without a hit: at the highest dose activation, hits mostly activators. EPAC1 agonist qHTS, biochemical assay; response scale: 100% = response to 6.5 mM cAMP. O95398; also: potency is read from the fitted curve at half-maximal effect; nearly all actives have a fitted effect of over 60% in size
# Target sequence (O95398 whole entry, looked up): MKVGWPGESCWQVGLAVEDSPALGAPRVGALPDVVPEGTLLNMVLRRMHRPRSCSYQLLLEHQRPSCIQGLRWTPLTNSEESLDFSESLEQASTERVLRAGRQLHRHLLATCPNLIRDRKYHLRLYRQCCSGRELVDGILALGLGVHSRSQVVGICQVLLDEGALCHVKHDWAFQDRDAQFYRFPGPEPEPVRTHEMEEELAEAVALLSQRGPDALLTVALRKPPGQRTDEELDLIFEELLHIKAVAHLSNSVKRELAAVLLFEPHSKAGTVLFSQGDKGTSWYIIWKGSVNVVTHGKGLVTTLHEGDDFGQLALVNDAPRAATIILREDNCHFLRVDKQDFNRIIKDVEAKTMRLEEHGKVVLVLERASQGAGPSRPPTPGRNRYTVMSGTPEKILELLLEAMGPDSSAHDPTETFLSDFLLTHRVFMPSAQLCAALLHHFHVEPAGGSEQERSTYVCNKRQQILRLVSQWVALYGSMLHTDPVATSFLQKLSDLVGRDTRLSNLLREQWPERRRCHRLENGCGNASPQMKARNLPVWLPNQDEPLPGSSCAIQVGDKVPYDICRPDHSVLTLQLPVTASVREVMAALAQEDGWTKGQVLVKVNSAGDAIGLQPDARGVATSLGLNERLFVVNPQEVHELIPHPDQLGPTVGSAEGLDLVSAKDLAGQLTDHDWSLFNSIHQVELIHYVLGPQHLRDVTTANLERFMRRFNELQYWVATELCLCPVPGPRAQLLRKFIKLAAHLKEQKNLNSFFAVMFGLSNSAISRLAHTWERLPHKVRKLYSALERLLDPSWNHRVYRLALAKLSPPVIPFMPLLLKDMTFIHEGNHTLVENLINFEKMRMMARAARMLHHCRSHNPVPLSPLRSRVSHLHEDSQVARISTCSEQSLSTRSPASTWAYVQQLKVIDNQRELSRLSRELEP
#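 Read-out is the fluorescence drop as BODIPY-GDP leaves Rap1B (480 nm excitation, 540 nm emission), recorded every 5 minutes over 30 minutes. Reactions held 100 nM EPAC1, 250 nM Rap1B–BODIPY-GDP and 50 uM GDP, with 6.5 mM cAMP setting full activation.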
# PI5P4K alpha inh – PI5P4K alpha (human) kinase inhibition | max response, % | PI5P4Kalpha enzyme, ADP-Glo luminescence, 60 min; stronger effect = lower value | P48426 | actives 1.2% (n = 330,000); active = max response of -50% or lower; inconclusive = between -30% and -50%; inactive = -30% or higher; also: value at the top dose of about 77 µM; % is scaled to controls: 0 for no effect and ±100 for the full control effect
#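 Reactions run in 0.038 M HEPES pH 7.4, 0.28 mM EGTA, 0.1% CHAPS and 5% DMSO, with PI5P4Kalpha, substrate, compound and 5 microM ATP final, one hour at room temperature. Readout is ADP-Glo luminescence.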
# EPAC1 antagonist – antagonists of human EPAC1; O95398; EPAC1 GEF assay, Rap1b-BODIPY-GDP exchange fluorescence; Potency, µM (doses to about 115 µM), for the others: at the top dose activity change, negative = inhibition, actives largely listed as inhibitors; actives 0.14% (n = 360,000); AID 720709;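 also: potency is read from the fitted curve at half-maximal effect; plate controls were vehicle for no effect and positive control for full effect; nearly all actives have a fitted effect of over 50% in size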
# WRN helicase inh – WRN helicase (human) inhibition. Q14191. WRN helicase unwinding, fluorescent forked duplex, kinetic. Potency, µM (top dose mostly 114 µM), for the others: at the highest dose activity change, negative = inhibition, most hits filed as inhibitors. actives 0.46% (n = 360,000). AID 651768; also: potency is read from the fitted curve at half-maximal effect; % is scaled to controls: 0 for no effect and ±100 for the full control effect; nearly all actives have a fitted effect of over 55% in size
#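 WRN at 20 nM final preincubated with compound 15 min at room temperature; reaction started with 100 nM fluorophore/quencher forked duplex oligonucleotide and 2 mM ATP final. Unwinding followed kinetically by red fluorescence (ex 525, em 598 nm).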
# PLK1 PBD inh – blocks phosphopeptide binding to human PLK1 polo-box domain | AID 720504 | P53350 | actives 2.8% (n = 360,000) | Plk1 PBD binding of FITC phosphopeptide, fluorescence polarization | Potency, µM, for the others: max response, negative = inhibition, most hits filed as inhibitors; also: potency is read from the fitted curve at half-maximal effect; series mostly up to about 57 µM; % is scaled to controls: 0 for no effect and ±100 for the full control effect; nearly all actives have a fitted effect of over 65% in size
# Abeta yeast res – compounds reversing amyloid beta toxicity in yeast. yeast expressing A-beta42, growth rescue, OD600, 48 h; response scale: 0% DMSO, 100% iron-clioquinol control. Potency, µM (highest dose often 46.1 µM), without a hit: at the highest dose growth rescue, usual class: activators. actives 0.063% (n = 410,000). AID 1347071; also: potency is read from the fitted curve at half-maximal effect; nearly all actives have a fitted effect of over 55% in size
#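 Yeast growth medium received pinned compounds, then yeast cells expressing toxic A-beta were added; plates incubated at 30 C for 48 hr. Growth read as absorbance at 600 nm, normalized to DMSO and equimolar FeCl3 plus clioquinol controls.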
# Active calls of the source: *; ? = inconclusive; · = not tested or not shown; [ ] = remark or other dose. Unless noted, calls follow the shape of the dose curve; as a rule, active = well fitted curve in the direction sought with a large enough effect; inconclusive = small, poorly fitted or top-dose-only effect, or another doubt; inactive = no such curve, though single readings can be large; an effect the other way counts as inactive or inconclusive. Random draw from the library; about 4.1% have a hit in one of these screens.
[1] CC(=O)NCC(=O)N(C)C(C(=O)Nc1ccc(C(C)C)cc1)c1ccccc1 (centres undefined)
[2] O=C(NCCCN1CCOCC1)C(Sc1ccccc1)c1ccccc1 (centres undefined)
[3] CN(C)c1nc(SCCOC(=O)c2ccccc2)nc(N(C)C)n1
[4] CC(C)N(Cc1nnc(-c2ccccc2Cl)o1)C(=O)COc1cccc(Cl)c1
[5] CCN(Cc1ccccc1)C(c1cc2cc(C)ccc2[nH]c1=O)c1nnnn1CCOC (centres undefined)
[6] O=C(NC12CC3CC(CC(C3)C1)C2)N1CC2Cc3cccc(=O)n3C(C2)C1 (centres undefined)
[7] COC(=O)CCCC1=CC2=CC(=O)C(C)(OC(=O)c3cccs3)C(=O)C2=CN1c1ccccc1 (centres undefined)
[8] CS(=O)(=O)Nc1ccc(-c2cc(/C=C3\SC(N)=NC3=O)c[nH]c2=O)cc1

Compound	1	2	3	4	5	6	7	8
IL-2 act	0.4	0.0	-1.5	-3.5	-0.5	-0.2	-1.1	-0.5
FUS suppressor	25%	-17%	35%	28%	-6%	26%	?	-26%
EPAC1 ag	2%	-10%	12%	-15%	0%	3%	-9%	6%
PI5P4K alpha inh	-1	6	·	1	-6	13	-14	-15
EPAC1 antagonist	-3%	2%	?	-1%	0%	-22%	-4%	-7%
WRN helicase inh	4%	-12%	2%	-1%	0%	-8%	-7%	-11%
PLK1 PBD inh	-6%	-17%	-4%	4%	-15%	1%	-29%	-9%
Abeta yeast res	1%	16%	4%	-13%	10%	8%	7%	2%

# Reprinted at random: two entries already listed.
[6] O=C(NC12CC3CC(CC(C3)C1)C2)N1CC2Cc3cccc(=O)n3C(C2)C1 (centres undefined)
[4] CC(C)N(Cc1nnc(-c2ccccc2Cl)o1)C(=O)COc1cccc(Cl)c1

Compound	6	4
IL-2 act	-0.2	-3.5
FUS suppressor	26%	28%
EPAC1 ag	3%	-15%
PI5P4K alpha inh	13	1
EPAC1 antagonist	-22%	-1%
WRN helicase inh	-8%	-1%
PLK1 PBD inh	1%	4%
Abeta yeast res	8%	-13%

# The listing continues:
[9] COc1cccc(NC(=O)N2C3CCCC2CC(NC(C)=O)C3)c1 (centres undefined)
[10] O=C(c1ccc2c(c1)OCO2)N1CCN=C1SCc1cccnc1
[11] COc1ccc(NC(=S)N/C(=N/CS(=O)(=O)c2ccccc2)c2ccccc2)cc1
[12] CCC(C)NS(=O)(=O)c1ccc(OCC(=O)NCc2ccc(OC)cc2)cc1 (centres undefined)
[13] Cc1ccc(OCCSc2nc3ccccc3n2CC(=O)O)cc1C
[14] CN(C)CCCN1C(=O)C(=O)/C(=C(/O)c2ccncc2)C1c1cccnc1 (centres undefined)
[15] CC1CCCN(C(=O)C2CCN(C(=O)Nc3ccccc3)CC2)C1 (centres undefined)
[16] CCN=C1S/C(=C\c2ccc(-c3cccc(C(=O)O)c3)o2)C(=O)N1CC

Compound	9	10	11	12	13	14	15	16
IL-2 act	-0.8	-0.4	-1.6	4.1	-0.3	-3.0	0.3	-3.3
FUS suppressor	-24%	-27%	-24%	-24%	-16%	6%	-20%	1%
EPAC1 ag	-4%	-3%	6%	4%	14%	-3%	-6%	29%
PI5P4K alpha inh	2	-5	·	0	6	·	2	-27
EPAC1 antagonist	9%	-4%	-3%	-6%	10%	-2%	7%	-1%
WRN helicase inh	5%	1%	-4%	-2%	1%	1%	0%	-19%
PLK1 PBD inh	1%	-2%	?	9%	-2%	-4%	-9%	?
Abeta yeast res	-12%	-12%	11%	-7%	20%	22%	14%	-5%

[17] COc1cc(OC)c(NC(=O)Nc2ccc(OC)c(OC)c2)cc1Cl
[18] C=CCN(CC=C)CCOc1ccccc1[N+](=O)[O-]
[19] O=C(CCCN1CCC(O)(c2ccc(Br)cc2)CC1)c1ccc(F)cc1
[20] CC(C)(C)Cc1nnc(NC(=O)CSc2ccccc2)s1
[21] COc1cc(CC(=O)OCc2ccccc2F)cc(OC)c1OC
[22] CCOC(=O)N1CCN(C(=O)C(=O)N/N=C/c2ccc(OC)cc2OC)CC1
[23] COC(=O)c1ccc(C2/C(=C(/O)c3ccc(Cl)cc3)C(=O)C(=O)N2C2CCS(=O)(=O)C2)cc1 (centres undefined)
[24] COC(=O)Cc1c(C)c2c(O)cc(C)cc2oc1=O

Compound	17	18	19	20	21	22	23	24
IL-2 act	-2.1	-1.7	0.3	0.8	-1.0	-0.7	0.3	-0.3
FUS suppressor	0%	-4%	-39%	-11%	-11%	11%	5%	-6%
EPAC1 ag	-3%	-1%	-5%	7%	2%	-3%	10%	5%
PI5P4K alpha inh	0	0	9	-29	1	10	2	5
EPAC1 antagonist	2%	23%	16%	-12%	-4%	-10%	6%	0%
WRN helicase inh	5%	-2%	1%	-8%	-10%[57.1 µM]	4%	-5%	4%
PLK1 PBD inh	0%	4%	3%	5.3µM*	4%	0%	-3%	-12%
Abeta yeast res	12%	-23%	-16%	2%	8%	14%	6%	9%

[25] O=C(NNC(=O)c1ccc(Cl)cc1Cl)c1cccs1
[26] CCOC(=O)/C(=C\c1ccccc1)C(=O)c1cc(C(C)=O)c(Nc2ccccc2)s1
[27] COC(=O)C1=CN(c2ccc(Oc3ccccc3)cc2)C(N)=C(C#N)C1c1cccc(OC)c1OC (centres undefined)
[28] COc1ccc(CNC(=O)CSc2nc3ccc(C)cc3[nH]2)cc1
[29] Cc1cc(C)c2c(c1)/C(=N/NC(=O)c1ccc(O)cc1)CCC2
[30] O=C(C1CCN(CCCc2ccccc2)CC1)N(CCc1ccccc1)Cc1ccccc1
[31] Cc1ccc(/C=N/NC(=O)C[n+]2ccccc2)s1
[32] CCN(CC)c1nc2c(c(=O)[nH]c(=O)n2C)n1Cc1ccccc1Cl

Compound	25	26	27	28	29	30	31	32
IL-2 act	4.0	0.5	-1.0	-0.1	-0.1	-0.5	-0.2	0.3
FUS suppressor	-11%	22%	3%	1%	-8%	·	7%	-12%
EPAC1 ag	1%	-1%	-4%	2%	6%	-2%	5%	5%
PI5P4K alpha inh	7	·	7	8	-26	11	-2	4
EPAC1 antagonist	-6%	-21%	17%	-12%	-24%	-19%	8%	-2%
WRN helicase inh	-1%	-3%	8%	6%	6%	-28%	1%	4%
PLK1 PBD inh	-4%	1%	2%	-4%	-7%	1%	1%	-9%
Abeta yeast res	20%	-4%	-12%	-2%	-1%	?	2%	-12%

[33] O=C(NCCc1ccccc1)C(=O)NCC1OCCN1S(=O)(=O)c1ccc(Cl)cc1 (centres undefined)
[34] COc1ccc(C(=O)N/N=C/c2ccc(N3CCOCC3)o2)cc1OC
[35] C/C(=N\NC(=O)C(N)=O)c1ccc(OC(F)F)cc1
[36] O=C(NCc1cc([N+](=O)[O-])ccc1O)c1cccc(NS(=O)(=O)c2ccccc2)c1
[37] COc1ccc(/C(N)=N/OC(=O)C2CCCCC2)cc1OC
[38] CC1(C)C2CCC1(C)C(NC1=NCCC1)C2 (centres undefined)
[39] COC(=O)[C@@]1(Cc2ccc(F)cc2)[C@H]2c3cc(C(=O)N4CCCC4)n(CCCNc4ncc(C(F)(F)F)cc4Cl)c3C[C@H]2CN1C(=O)c1ccccc1
[40] Cc1nnc(NC(=O)c2ccc(-c3ccc([N+](=O)[O-])cc3)o2)s1

Compound	33	34	35	36	37	38	39	40
IL-2 act	0.5	-2.5	-2.3	-3.0	-0.7	-0.9	-0.2	-2.7
FUS suppressor	4%	25%	0%	·	32%	12%	?	-1%
EPAC1 ag	-4%	-2%	3%	6%	4%	0%	-4%	-3%
PI5P4K alpha inh	1	-3	1	-66*	16	2	3	-2
EPAC1 antagonist	0%	-13%	-7%	-18%	-28%	-3%	?	14%
WRN helicase inh	0%	-10%	-1%	?	-6%	2%	-12%	6%
PLK1 PBD inh	-5%	-14%	-5%	-4%	-8%	-6%	-5%	-14%
Abeta yeast res	-7%	-23%	-6%	8%	-26%	10%	3%	11%

[41] NC(=O)c1ccsc1NC(=O)CS(=O)(=O)c1ccccc1
[42] CC1(C)CC(C)(O)N(Cc2ccccc2)C(=S)N1 (centres undefined)
[43] CN(c1ccccc1)S(=O)(=O)c1ccc(NC(=S)Nc2ccccc2)cc1
[44] COc1cccc(CCC(=O)O)c1OC

Compound	41	42	43	44
IL-2 act	-0.4	0.6	-3.9	-0.6
FUS suppressor	-1%	·	10%	2%
EPAC1 ag	-5%	-9%	4%	-5%
PI5P4K alpha inh	1	-1	·	3
EPAC1 antagonist	-6%	-6%	16%	-4%
WRN helicase inh	1%	-6%	3%	-6%
PLK1 PBD inh	-6%	?	-11%	-3%
Abeta yeast res	12%	2%	12%	?

# Single records, as listed above. Values in the order: IL-2 act	FUS suppressor	EPAC1 ag	PI5P4K alpha inh	EPAC1 antagonist	WRN helicase inh	PLK1 PBD inh	Abeta yeast res
# CN(c1ccccc1)S(=O)(=O)c1ccc(NC(=S)Nc2ccccc2)cc1 is entered as -3.9	10%	4%	·	16%	3%	-11%	12%
# NC(=O)c1ccsc1NC(=O)CS(=O)(=O)c1ccccc1 is entered as -0.4	-1%	-5%	1	-6%	1%	-6%	12%

# Along the list, from the results shown.
# Entries 41–44 in EPAC1 ag, in turn: -5%, -9%, 4%, -5%
# Entries 41–44 in Abeta yeast res, in turn: 12%, 2%, 12%, ?
# Entries 41–44 in PI5P4K alpha inh, in turn: 1, -1, ·, 3

# Screening data from PubChem BioAssay.
